Compound activity from PubChem BioAssay.
GPR55 LPI antagonism: inhibition of LPI-stimulated GPR55 beta-arrestin translocation – imaging, U2OS, beta-arrestin-GFP, LPI agonist, primary screen (AID 2013). 290,000 tested, 0.13% active. inhibition, % at 10 µM; hits with a dose series show IC50 in µM. U2OS GPR55 beta-arrestin-GFP translocation imaging, LPI antagonism; higher % means a stronger effect;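 active means spots per cell inhibited over 60%, with over 100 cells counted and total cytoplasm intensity under 500,000; inconclusive means wells with under 100 cells, flagged as likely toxic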;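 further: U2OS cells stably carrying GPR55 and arrestin-GFP stimulated by 5 µM LPI near EC80; imaged beta-arrestin-GFP aggregate spots per cell after agonist stimulation; plate controls were LPI-stimulated DMSO wells for no effect and DMSO wells without LPI for full effect; some results filed as inactive read as strong as hits; confirmed hits need IC50 under 10 µM and bright autofluorescent wells are also inconclusive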
Lipid droplet: modulators of hepatic lipid droplet formation. inhibition, % at 6.5 µM. 240,000 tested, 0.4% active. AML12 mouse hepatocytes, oleate lipid droplets, BODIPY imaging;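 active means lipid droplet intensity inhibited by at least 50%, with more than 500 cells counted; inconclusive means wells with under 300 cells, treated as cytotoxic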
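System: AML12 hepatocytes (mouse). Probe or stimulus: oleic acid at 100 µM to induce lipid droplet formation. Times: overnight treatment with compound plus oleate. Detection: Image-based BODIPY and DAPI two-channel analysis. Evaluation: percent inhibition of filter-corrected integrated lipid droplet intensity per well.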
T cell HTS: T cell immune modulators affecting CD8 T cell-vesicle binding; 330,000 tested, 0.068% active; calls only at 7 µM; 2C CD8+ T cell-vesicle binding, flow cytometry; active compounds read low;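 active means response, share of CD8 T cells binding vesicles, and their 90th percentile fluorescence all below set limits, cut at about 80% in these data, passing the limit was not always enough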
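Incubation: binding step 1.5 h, 37 °C, antibody labelling 20 min, ice; system: murine 2C transgenic CD8+ T lymphocytes; technique: cytometric PE anti-B7-1 and Alexa647 anti-CD8 signals after 1% paraformaldehyde fixation; also added: QL9-charged Drosophila Ld/ICAM-1/B7-1 vesicles; control set: naked versus QL9-loaded vesicles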
GPR55 beta-arrestin: GPR55 agonists via beta-arrestin recruitment, primary screen, imaging, U2OS cells, beta-arrestin-GFP redistribution (AID 1961). one-dose activation, % at 10 µM; EC50 in µM for titrated hits. 290,000 tested, 0.048% active. U2OS GPR55 beta-arrestin-GFP redistribution imaging; higher % means a stronger effect;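 active means activation above 40% with more than 50 cells counted in the well; inconclusive means wells holding fewer than 50 cells, flagged as toxic or sparse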;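 further: U2OS osteosarcoma cells stably expressing GPR55 and beta-arrestin-GFP; plate controls were DMSO negative control for no effect and LPI positive control for full effect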
NTR1 ag: NTR1-driven beta-arrestin-GFP spot formation – imaging, U2OS cells, high content, primary screen (AID 493036) | agonist mode | activation, % at 20 µM | 330,000 tested, 0.17% active;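 active means activation at or above 40% of the spot to cytoplasm intensity ratio, with at least 20 cells analyzed; inconclusive means wells under 20 cells, flagged as cytotoxic or low count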;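 further: 0% = DMSO without peptide and 100% = 100 nM NTR1 peptide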
Target sequence (P30989 whole entry, looked up): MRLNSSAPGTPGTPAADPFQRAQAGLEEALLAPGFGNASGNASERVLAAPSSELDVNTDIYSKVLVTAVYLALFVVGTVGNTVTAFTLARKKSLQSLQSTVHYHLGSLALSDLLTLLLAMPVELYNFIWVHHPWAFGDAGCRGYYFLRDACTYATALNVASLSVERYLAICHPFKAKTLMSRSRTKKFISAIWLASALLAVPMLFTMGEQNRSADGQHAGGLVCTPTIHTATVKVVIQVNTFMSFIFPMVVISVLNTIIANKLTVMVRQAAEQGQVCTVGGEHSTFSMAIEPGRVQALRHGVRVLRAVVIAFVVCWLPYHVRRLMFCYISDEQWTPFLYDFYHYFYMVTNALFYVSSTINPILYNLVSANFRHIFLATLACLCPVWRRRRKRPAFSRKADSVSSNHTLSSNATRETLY
LYP inhibition: inhibitors of LYP phosphatase, biochemical, fluorescence intensity, uHTS (AID 1779). recombinant LYP phosphatase, fluorescence intensity; higher % means a stronger effect. one-dose inhibition, % at 11.5 µM; IC50 in µM for titrated hits. 290,000 tested, 0.054% active; in the data active means inhibition above about 50%;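 further: plate controls were vehicle with enzyme for no effect and no enzyme for full effect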
Large T inhibition: SV40 large T antigen inhibitors, biochemical (AID 1903) | SV40 large T antigen ATPase/helicase inhibition assay; higher % means a stronger effect | inhibition, % at 20 µM; hits with a dose series show IC50 in µM | 310,000 tested, 0.39% active; in the data active means a potency from the dose series; inconclusive means inhibition mostly from about 32% at the one dose, without a potency; inactive means the rest, 99 in 100 with inhibition below about 32%; further: strong numbers were not always called active
Rac1 GTP hydrolysis: MgcRacGAP GTPase-activating activity inhibitors, confirmation, biochemical, ADP Hunter fluorescence; inhibition, % at 30 µM; hits with a dose series show IC50 in µM; 340,000 tested, 0.6% active; AID 624330; MgcRacGAP-stimulated Rac1 GTP hydrolysis, ADP Hunter fluorescence; higher % means a stronger effect; GST-tagged Rac1 F28L mutant substrate;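 active means first-screen hits whose inhibition reached a set limit at any dose in the follow-up dose series; inconclusive means inhibition above the set first-screen limit but never retested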;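 further: fluorescence reports GDP produced by GAP-driven GTP hydrolysis; strong numbers were not always called active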
GPR35 arrestin U2OS: inhibition of zaprinast-stimulated GPR35 beta-arrestin translocation – imaging, U2OS, beta-arrestin-GFP, zaprinast agonist, primary screen (AID 2058); U2OS GPR35 beta-arrestin-GFP translocation imaging, zaprinast antagonism; higher % means a stronger effect; inhibition, % at 10 µM; hits with a dose series show IC50 in µM; 290,000 tested, 0.052% active;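 active means inhibition of at least 50% with at least 30 cells and total cytoplasm GFP at most 10,000,000; inconclusive means under 30 cells or total GFP of 10,000,000 plus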
Lipid droplet cells 6.5 µM: also measured in Lipid droplet; calls as there; cell count; measured here: cell count, cytotoxicity flag;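 cells counted across two imaged fields per well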
T cell HTS vesicle-bound %: recorded beside T cell HTS, whose call it bears; double positive events, %; measured here: CD8+ vesicle-bound cell fraction;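 binding gate set so that unloaded-vesicle control wells show 10% double positive cells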
NTR1 ag cell count 20 µM: further read-out of NTR1 ag, marked with its call; cell count; measured here: cell count, cytotoxicity flag
* = called active by the depositor; i = inactive; u = inconclusive; x = no result given. An unsorted share of the library; about 1.8% have a hit in one of these screens.

Structure,GPR55 LPI antagonism,Lipid droplet,Lipid droplet cells 6.5 µM,T cell HTS,T cell HTS vesicle-bound %,GPR55 beta-arrestin,NTR1 ag,NTR1 ag cell count 20 µM,LYP inhibition,Large T inhibition,Rac1 GTP hydrolysis,GPR35 arrestin U2OS
CC(C)Oc1ccc(/C(O)=C2/C(=O)C(=O)N(CCN(C)C)C2c2cccs2)cc1 (centres undefined),1.8%,-7.8,624,i,47.7,0.2%,-1.1,40,-5.7%,3.7%,8.3%,1.1%
O=C(NC1CCCC1)C(c1ccco1)N(Cc1ccccc1)C(=O)c1csnn1 (centres undefined),0.2%,-8.6,715,i,26.0,-0.1%,0.4,79,-3.6%,1.4%,7.3%,-8.6%
COc1ccc(C2CC(=O)C(C=NCCN3CCN(C(=S)Nc4ccccc4)CC3)=C(O)C2)cc1OC (centres undefined),11.6%,-0.5,745,i,50.9,-0.3%,3.3,34,-5.8%,5.5%,x,1.4%
COc1ccc(Cl)cc1NC(=S)NCc1cccs1,-7.4%,-31.0,588,i,2.4,-0.1%,0.7,44,-4.6%,2.0%,4.7%,1.0%
O=C1CC(c2ccc(F)cc2)Sc2nc(C34CC5CC(CC(C5)C3)C4)nn21 (centres undefined),2.2%,12.6,685,i,42.8,-0.1%,x,x,3.3%,-1.3%,-2.5%,5.2%
NC(=O)c1nsc(C(=O)N(c2cccc(F)c2)C(C(=O)NC2CCCC2)c2ccc(O)cc2)c1N (centres undefined),-1.1%,-3.5,795,i,9.4,-0.2%,3.8,43,-9.7%,-1.4%,4.6%,6.9%
O=C(N/N=C/c1ccc(OCCCF)cc1)c1ccc(C(F)(F)F)cc1,-5.1%,3.3,692,i,50.5,-0.2%,-0.7,25,-1.3%,7.1%,2.5%,2.8%
CC1=NN(c2ccccc2)C(=O)/C1=C\N1CC(C)OC(C)C1 (centres undefined),6.3%,x,x,i,25.3,0.2%,-1.2,105,-9.9%,-9.6%,6.4%,1.2%

Already shown: entries from further up.
Structure,GPR55 LPI antagonism,Lipid droplet,Lipid droplet cells 6.5 µM,T cell HTS,T cell HTS vesicle-bound %,GPR55 beta-arrestin,NTR1 ag,NTR1 ag cell count 20 µM,LYP inhibition,Large T inhibition,Rac1 GTP hydrolysis,GPR35 arrestin U2OS
NC(=O)c1nsc(C(=O)N(c2cccc(F)c2)C(C(=O)NC2CCCC2)c2ccc(O)cc2)c1N (centres undefined),-1.1%,-3.5,795,i,9.4,-0.2%,3.8,43,-9.7%,-1.4%,4.6%,6.9%
O=C(N/N=C/c1ccc(OCCCF)cc1)c1ccc(C(F)(F)F)cc1,-5.1%,3.3,692,i,50.5,-0.2%,-0.7,25,-1.3%,7.1%,2.5%,2.8%
CC1=NN(c2ccccc2)C(=O)/C1=C\N1CC(C)OC(C)C1 (centres undefined),6.3%,x,x,i,25.3,0.2%,-1.2,105,-9.9%,-9.6%,6.4%,1.2%

The results go on.
Structure,GPR55 LPI antagonism,Lipid droplet,Lipid droplet cells 6.5 µM,T cell HTS,T cell HTS vesicle-bound %,GPR55 beta-arrestin,NTR1 ag,NTR1 ag cell count 20 µM,LYP inhibition,Large T inhibition,Rac1 GTP hydrolysis,GPR35 arrestin U2OS
Cc1cccc(N2CCN(C(=O)c3ccc(CNc4c(N5CCC(C)CC5)c(=O)c4=O)cc3)CC2C)c1 (centres undefined),5.4%,-2.6,794,i,16.3,0.6%,-0.4,84,-0.8%,-1.3%,11.2%,-14.9%
Cc1cc(C)c2c(NC(=O)C3CC3)nn(C)c2n1,4.8%,21.3,660,i,49.8,0.9%,-1.2,68,-11.0%,8.1%,-2.0%,-7.2%
COCCNC(=O)c1c[nH]c2ccc(S(=O)(=O)N3CCC4(CC3)OCCO4)cc2c1=O,2.0%,-38.6,682,x,x,-0.1%,x,x,-0.5%,2.6%,10.7%,-1.4%
CCOc1ccc(-n2c(C)nc3c(cnn3-c3ccc(Cl)cc3)c2=O)cc1,8.5%,-0.2,691,x,x,0.2%,x,x,-9.5%,6.9%,2.1%,-6.4%
Cc1ccc(NC(=O)CCCC(=O)O)c(-c2nc3ccccc3[nH]c2=O)c1,-6.4%,2.4,779,i,54.9,0.3%,1.1,75,-3.4%,0.9%,6.8%,10.6%
CN(CC(=O)Nc1ccc(N2CCOCC2)cc1)C(=O)CSc1ccc(Br)cc1,-30.3%,-2.4,695,i,53.6,0.4%,1.2,56,-8.7%,-6.2%,-3.4%,4.8%
COc1cccc(CNc2ccc(Br)cn2)c1O,-19.6%,x,x,i,45.7,-0.1%,1.1,66,-7.9%,9.8%,4.7%,12.5%
CC(C)Sc1nc(NCc2ccco2)c2c3c(sc2n1)COC(C)(C)C3,7.9%,x,x,i,31.7,0.6%,7.7,29,1.5%,6.7%,15.8%,-8.3%
Cc1onc(-c2c(F)cccc2Cl)c1C(=O)OCC(=O)c1c(N)n(C)c(=O)n(C)c1=O,12.2%,47.3,672,i,43.9,-0.3%,1.2,58,4.2%,9.1%,-3.3%,-2.4%
CCC1CCCCN1CCCNC(=O)Cn1cnc2sc(C)c(S(=O)(=O)N3CC(C)CC(C)C3)c2c1=O (centres undefined),-4.3%,-3.5,682,i,36.5,0.3%,-1.7,43,-10.5%,4.2%,7.5%,14.8%
O=C(c1ccc(Cl)cc1)c1coc2ccc(O)cc12,1.1%,x,x,i,56.0,-0.1%,6.0,49,6.4%,4.2%,12.6%,-4.0%
COc1cc(N2CCCC2)c(OC)cc1/C=C1/NC(=S)NC1=O,10.7%,24.9,585,i,12.5,-0.2%,-6.0,65,7.1%,u,u,32.4%
Cc1cccc2cc(CN(Cc3ccccc3)C(=O)N(C)C)c(=O)[nH]c12,-0.5%,-16.2,706,i,32.5,-0.1%,0.3,73,-1.7%,11.2%,6.2%,3.8%
CCCCCc1cc(=O)[nH]c(=S)[nH]1,3.5%,-1.3,674,i,57.4,0.0%,-0.6,53,-3.8%,10.1%,4.5%,18.7%
O=C(Oc1ccccc1)c1cccc(COC(=O)c2cnccn2)c1,12.0%,21.7,789,i,31.4,0.1%,-2.1,60,-4.6%,0.9%,4.7%,14.2%
Cc1cccc(NC(=O)CN2C(=O)N/C(=C\c3ccccc3OCc3ccc(C(=O)O)cc3)C2=O)c1,2.7%,-1.2,802,i,18.0,0.5%,-1.2,44,-5.6%,3.0%,9.3%,-0.4%
Cc1ccc2nc(-c3cccc(Br)c3)cc(C(=O)NC3CC3)c2c1,3.4%,-14.4,793,i,69.0,0.3%,1.5,65,-5.6%,3.6%,9.6%,-1.2%
CCC(CC)C(=O)Nc1ccc(S(=O)(=O)Nc2nccs2)cc1,8.6%,7.9,672,i,43.1,-0.1%,1.3,73,-5.4%,1.8%,8.9%,20.8%
Cc1ccc(C(=O)NNS(=O)(=O)c2ccc(F)cc2)cc1,-18.6%,x,x,i,50.0,0.5%,1.8,58,-1.5%,-4.4%,1.2%,12.7%
CC(C)OC(=O)C1=C(N)N2C(=O)CSC2=C(C(=O)OC(C)C)C1,12.5%,x,x,i,58.7,0.0%,-0.5,53,-2.2%,9.4%,6.1%,13.6%
COC(=O)/C=C1\S/C(=N/N=C/c2ccccc2)NC1=O,-6.1%,16.1,680,i,57.9,-0.2%,-1.9,81,2.0%,-0.8%,5.5%,-2.6%
COc1cc(CC(=O)Nc2ccc(S(=O)(=O)NC3=NCCCCC3)cc2)cc(OC)c1OC,9.5%,-7.1,694,i,50.7,0.3%,0.2,44,-4.9%,7.0%,11.4%,-12.9%
O=[N+]([O-])c1cccc(/C=N/NC2=NS(=O)(=O)c3ccccc32)c1,0.0%,-12.8,647,i,45.6,-0.5%,0.6,43,6.1%,10.5%,3.4%,11.3%
COc1ccc(C(=O)NCC(C)C)c(OC)c1,4.0%,-1.1,760,i,21.2,0.1%,-3.9,62,-4.0%,5.9%,6.4%,-9.4%
COc1ccc(C2(C)NC(=O)N(CC(=O)NCc3ccccc3F)C2=O)cc1 (centres undefined),7.4%,-9.9,778,i,20.5,-0.3%,0.8,63,-11.1%,7.4%,3.8%,8.9%
COc1ccc(S(=O)(=O)N2CCCCCC2)cc1C(=O)N(C)CCOc1ccccc1,x,x,x,i,20.0,x,-1.4,72,x,5.9%,2.8%,x
Cc1ccc(C(=O)N/C(=C\c2cn(S(=O)(=O)N(C)C)c3ccccc23)C(=O)N2CCCC2)cc1,18.3%,2.3,727,i,28.1,-0.1%,1.6,61,-4.4%,7.7%,20.1%,6.1%
Cc1c(NC(=O)CSc2nccn2C)c(=O)n(-c2ccccc2)n1C,1.8%,-8.5,701,i,42.9,-0.1%,0.0,91,-3.7%,11.6%,6.3%,-13.7%
COCCCn1c(SCC(N)=O)nnc1-c1ccccc1,2.0%,x,x,i,13.6,-0.3%,0.3,88,-9.3%,6.9%,10.0%,-5.9%
Cc1cc(C)n2nc(C(=O)Nc3ccc(S(=O)(=O)N4CCCC4)cc3)nc2n1,11.1%,-52.6,659,i,15.2,0.3%,-1.1,57,-3.4%,12.5%,-2.5%,1.0%
COc1ccccc1-n1cnnc1SCC(=O)NC1CCS(=O)(=O)C1 (centres undefined),10.3%,-3.5,701,i,55.3,0.6%,1.4,37,-5.4%,-2.3%,-15.2%,-1.8%
COc1ccccc1CN1CCNC(=O)C1CC(=O)NCCOc1cccnc1 (centres undefined),4.5%,-3.3,719,i,51.7,0.2%,-1.2,87,-5.9%,0.0%,12.8%,-7.8%
